Source: PubChem BioAssay (The Scripps Research Institute Molecular Screening Center)
Fam108B inh: mouse Fam108B serine hydrolase inhibitors, primary screen, counter-screen for RBBP9 inhibitor project, biochemical, fluorescence polarization; recombinant Fam108B, FP-Rh probe fluorescence polarization; inhibition, % at 9.51 µM; 300,000 compounds, 0.33% hits;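 active means inhibition above the screen mean inhibition plus 3 SD, computed separately per campaign, cut at about 18% in these data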;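 further: inhibitors lower polarization as less probe binds the enzyme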
PAFAH1B2 inh: PAFAH1B2 enzyme inhibitors, primary screen, biochemical, fluorescence polarization, human; recombinant PAFAH1B2, FP-rhodamine activity probe; AID 492953, 2010; 340,000 compounds, 1.2% hits; inhibition, % at 3.39 µM; Platelet-activating factor acetylhydrolase IB subunit alpha2 (Homo sapiens), P68402;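 active means inhibition above the mean of all tested compounds plus 3 SD, cut at about 24% in these data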;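 further: 0% = enzyme with DMSO and 100% = wells lacking PAFAH1B2; many of its hits are not listed in these tables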
PME-1 inh: PME-1 inhibitors via competitive probe labeling, primary screen, biochemical, fluorescence polarization, FP-Rh probe, HTS; AID 2130, 2009; recombinant PME-1; inhibition, % at 5.9 µM; Protein phosphatase methylesterase 1 (Homo sapiens), Q9Y570; 320,000 compounds, 0.53% hits;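 active means inhibition above the campaign mean of all compounds plus 3 SD, cut at about 26% in these data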;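 further: competitive labeling of PME-1 active site by serine hydrolase directed probe; 0% = PME-1 with DMSO and 100% = wells lacking PME-1 enzyme; inhibitors block probe labeling so polarization falls and inhibition rises; many of its hits are not listed in these tables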
PAD4 inh: human PAD4 inhibitors, primary screen, biochemical, fluorescence polarization, 1536-well format; inhibition, % at 6.36 µM; 330,000 compounds, 0.41% hits; recombinant PAD4, RCA probe fluorescence polarization; AID 485272, 2010; Protein-arginine deiminase type-4 (Homo sapiens), Q9UM07;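 active means percent inhibition above a cutoff equal to the mean of all tested compounds plus 3 SD, cut at about 15% in these data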;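 further: 0% = PAD4 with RCA probe and DMSO and 100% = probe without PAD4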
Target sequence (Q9UM07 whole entry, looked up): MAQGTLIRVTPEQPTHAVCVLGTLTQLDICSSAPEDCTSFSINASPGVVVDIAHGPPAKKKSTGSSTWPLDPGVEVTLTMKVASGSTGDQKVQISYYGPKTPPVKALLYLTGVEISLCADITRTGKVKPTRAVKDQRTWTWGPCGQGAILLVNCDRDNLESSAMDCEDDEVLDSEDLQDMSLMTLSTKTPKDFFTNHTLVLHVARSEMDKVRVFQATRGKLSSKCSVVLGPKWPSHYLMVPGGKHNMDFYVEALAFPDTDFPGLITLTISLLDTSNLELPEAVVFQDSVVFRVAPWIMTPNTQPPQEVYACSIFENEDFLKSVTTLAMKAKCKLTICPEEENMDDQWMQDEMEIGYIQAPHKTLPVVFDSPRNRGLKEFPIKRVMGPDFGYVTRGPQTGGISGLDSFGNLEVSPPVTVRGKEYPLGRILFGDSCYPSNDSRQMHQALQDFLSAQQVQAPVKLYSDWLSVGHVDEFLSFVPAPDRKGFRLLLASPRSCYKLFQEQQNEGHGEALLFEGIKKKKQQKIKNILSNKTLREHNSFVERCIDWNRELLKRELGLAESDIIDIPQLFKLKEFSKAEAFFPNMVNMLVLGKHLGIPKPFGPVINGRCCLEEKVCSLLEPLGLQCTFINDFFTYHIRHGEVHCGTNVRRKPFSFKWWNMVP
pPAFAH inh: pPAFAH enzyme inhibitors, primary screen, biochemical, fluorescence polarization, human; inhibition, % at 3.39 µM; recombinant pPAFAH, FP-rhodamine probe fluorescence polarization; Platelet-activating factor acetylhydrolase (Homo sapiens), Q13093; AID 463082, 2010; 330,000 compounds, 1.5% hits;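 active means inhibition above the mean inhibition across the screen plus 3 SD, cut at about 25% in these data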;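 further: inhibitors block binding of the rhodamine activity-based probe so polarization drops; 0% = enzyme with DMSO and 100% = wells lacking pPAFAH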
PAFAH1B3 FP inh: PAFAH1B3 enzyme inhibitors, primary screen, biochemical, fluorescence polarization, human | Platelet-activating factor acetylhydrolase IB subunit alpha1 (Homo sapiens), Q15102 | inhibition, % at 3.39 µM | 340,000 compounds, 0.28% hits | recombinant PAFAH1B3, FP-rhodamine probe;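 active means inhibition above the screen-wide average of all tested compounds plus 3 SD, cut at about 25% in these data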;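 further: 0% = enzyme with DMSO only and 100% = wells lacking PAFAH1B3 protein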
LYPLA1 counter: LYPLA1 inhibitors, primary screen, counter-screen for PME1 inhibitor project, biochemical, fluorescence polarization, FP-Rh probe ABPP; recombinant LYPLA1; inhibition, % at 5.9 µM; 320,000 compounds, 0.16% hits; AID 2174, 2009;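 active means inhibition above the mean of all tested compounds plus 3 SD, set per campaign, cut at about 14% in these data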;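 further: inhibitors block serine hydrolase probe labeling of LYPLA1 so polarization falls; 0% = enzyme with DMSO and 100% = wells lacking LYPLA1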
Target sequence (O75608 whole entry, looked up): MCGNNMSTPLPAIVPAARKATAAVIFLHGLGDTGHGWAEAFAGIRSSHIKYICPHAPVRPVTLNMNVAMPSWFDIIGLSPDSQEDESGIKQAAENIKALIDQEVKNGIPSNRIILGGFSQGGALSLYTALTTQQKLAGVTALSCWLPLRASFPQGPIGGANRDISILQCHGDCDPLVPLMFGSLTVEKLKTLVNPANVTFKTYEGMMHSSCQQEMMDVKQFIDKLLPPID
GSTO1 inh: inhibitors of recombinant GSTO1, primary screen, counter-screen for RBBP9 inhibitor project, biochemical, fluorescence polarization; activity-based probe fluorescence polarization; inhibition, % at 5.96 µM; 300,000 compounds, 1.1% hits; AID 1974, 2009;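 active means inhibition above the campaign mean inhibition plus 3 SD, cut at about 35% in these data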;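 further: 0% = GSTO1-1 with DMSO and 100% = wells lacking GSTO1-1 enzyme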
PAFAH2 inh: PAFAH2 enzyme inhibitors, primary screen, biochemical, fluorescence polarization, human; Platelet-activating factor acetylhydrolase 2, cytoplasmic (Homo sapiens), Q99487; AID 492956, 2010; recombinant PAFAH2, FP-rhodamine activity probe; inhibition, % at 3.39 µM; 340,000 compounds, 0.99% hits;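 active means inhibition above the mean over all tested compounds plus 3 SD, cut at about 30% in these data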;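 further: inhibitors block probe labeling of enzyme so polarization drops; 0% = enzyme with DMSO and 100% = wells lacking PAFAH2 protein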
* marks the source's active call; other numbers are inactive results; / = no result given. Not all compounds are listed; rates above refer to the full screens.

SMILES	Fam108B inh	PAFAH1B2 inh	PME-1 inh	PAD4 inh	pPAFAH inh	PAFAH1B3 FP inh	LYPLA1 counter	GSTO1 inh	PAFAH2 inh
Cc1oc(-c2ccc(Cl)cc2)nc1CS(=O)CC(=O)NC(C)c1ccccc1 (stereo not drawn)	2	5	0	-2	9	5	-3	-4	-2
Cc1nc(SC(C(=O)c2ccccc2)c2ccccc2)nc2ccccc12 (stereo not drawn)	-2	2	-7	-2	5	3	-5	11	1
Cc1cc(C)nc(-n2ncc3c2CC(c2ccc(F)cc2)CC3=O)n1 (stereo not drawn)	1	0	-3	-1	-8	2	0	3	-3
COc1ccc(N2CC(NC(=O)N3CCN(C(=O)c4ccco4)CC3)CC2=O)cc1OC (stereo not drawn)	-5	-3	3	0	3	-1	1	-2	7
CCOc1ccc(C2CC(c3ccc(F)cc3)n3ncnc3N2)cc1 (stereo not drawn)	0	0	-2	-2	-1	2	2	3	4
S=C(NCc1ccncc1)Nc1ccc(Cl)cc1	1	4	-4	2	5	-2	1	0	7
Cc1csc(NC(=O)CNS(=O)(=O)c2cccs2)n1	2	-1	-3	0	8	14	-5	-2	11
NC(=O)NCCc1ccccc1	0	6	-6	1	3	6	-3	1	4
O=S(=O)(Nc1ccc(N2CCOCC2)cc1)c1cccs1	3	2	-4	2	3	0	-1	10	8
CN(CC(=O)NCc1ccccn1)S(=O)(=O)c1ccc(F)cc1	-2	-2	-1	-4	3	4	2	3	-3
C=CCc1ccccc1OCC(O)CN1CCN(c2ccc(OC)cc2)CC1 (stereo not drawn)	-4	2	1	-7	10	10	1	-4	7
CCC1CCCCN1C(=O)c1ccc2c(c1)C(=O)N(c1ccc(C)cc1)C2=O (stereo not drawn)	0	4	-1	-15	-3	4	-4	-2	-2
CCOc1ccc(C(=O)Oc2ccc(NC(C)=O)cc2)cc1	2	/	-8	-2	0	/	-3	6	/
CN(Cc1ccccc1)S(=O)(=O)c1ccc(S(=O)(=O)N(Cc2ccc(F)cc2)C2CCCC2)cc1	-3	3	-2	0	-3	0	0	8	6
O=C(Nc1ccc(N2CCOCC2)cc1)C1CCN(S(=O)(=O)c2ccccc2F)CC1	1	5	1	1	6	-1	1	0	2
N#Cc1ccsc1NC(=O)COC(=O)c1cc(Br)ccc1O	-4	1	-8	-8	11	-2	-1	-9	2
CC1CCCN(C(=O)c2nn(C)c3c2CSc2ccccc2-3)C1 (stereo not drawn)	-2	8	8	4	6	4	6	-1	1
O=C(Cn1cnc2cc([N+](=O)[O-])ccc2c1=O)NC(c1ccccc1)c1ccccc1	0	2	-3	-4	1	-7	-4	-4	-8
COCCN1C(=O)c2oc3ccccc3c(=O)c2C1c1ccc(C(=O)OC)cc1 (stereo not drawn)	1	2	-1	4	0	-1	0	-4	-1
COCCN(C(=O)C1CC(=O)N(Cc2ccccc2)C1)c1nc(-c2ccc([N+](=O)[O-])cc2)cs1 (stereo not drawn)	/	-10	6	-3	20	-7	-5	/	9
COc1ccc(-c2cc(C(=O)OCC(=O)N3CCCCC3)c3ccccc3n2)cc1OC	/	0	/	-2	2	5	/	/	7
N#CCSCC(=O)Nc1ccc(F)cc1	-3	1	-3	-4	8	2	2	-4	3
O=C(NCC(=O)N(Cc1cccs1)C(C(=O)NC1CCCC1)c1ccco1)c1cccs1 (stereo not drawn)	-2	5	-5	-2	1	6	-1	-1	12
O=C(O)CCSc1nc(C(F)(F)F)cc(=O)n1-c1ccccc1	1	2	-2	-6	1	3	-2	0	-3
COc1cc(NC(=O)Cc2ccc([N+](=O)[O-])cc2)c(C(=O)O)cc1OC	-7	-1	-6	-2	-4	1	-2	-6	-4
Cc1cc(C(=O)N/N=C/c2ccc([N+](=O)[O-])cc2)c(C)o1	-3	7	1	-2	6	1	1	2	11
COc1ccc(OC)c2[nH]c(=O)c(CCNC(=O)C(C)(C)C)cc12	5	4	0	1	1	6	-1	2	-2
COc1ccc(CNC(=O)CCC(=O)Nc2cccnc2)cc1	-6	0	-4	-2	4	10	-4	0	-1
Cn1c(N2CCN(C(c3ccccc3)c3ccccc3)CC2)nc2ccccc21	0	3	-4	-1	3	7	-2	5	-14
COc1ccc(-n2nc(C(=O)NCC(=O)Nc3cccc(C)n3)c3ccccc3c2=O)cc1	-3	-2	3	-3	2	-7	-3	-3	0
CCOc1ccc(S(=O)(=O)n2nc(C)cc2C)c2ccccc12	-1	6	-1	-1	2	10	-2	-6	-4
O=C(COc1ccc(C2SCCS2)cc1)Nc1ccc(Cl)cc1	0	-1	-32	6	14	-3	0	15	1
CCC(C)NCCCCOc1ccc(Br)cc1 (stereo not drawn)	2	-2	-4	-4	1	-8	3	5	-5
O=C(CCS(=O)(=O)c1ccc2c(c1)NC(=O)CO2)NCc1ccccc1	3	3	-2	-4	4	6	3	18	5
CSc1nc(NCc2ccco2)c2sc3nc(C(C)C)c4c(c3c2n1)CC(C)(C)OC4	-5	3	-15	2	2	5	-8	-3	-3
Cc1ccc(C2(CCNS(=O)(=O)c3ccc(C)cc3)CCOC(C(C)C)C2)cc1 (stereo not drawn)	-4	0	-3	3	3	3	-8	2	-4
COc1ccc(CCNC(=O)C2CCCN2C(=O)NC2CCCCC2)cc1OC (stereo not drawn)	1	4	-3	-3	-1	9	-3	-6	1
O=C(Nc1nnc(S(=O)(=O)N2CCOCC2)s1)c1cccc(F)c1	-1	9	3	1	1	5	-2	-40	1
COc1ccc(CC(=O)Nc2sc3c(c2C(N)=O)CCCC3)cc1OC	-3	4	1	-3	14	-1	-5	3	7
Cc1cccn2c(=O)c(/C=C(\C#N)C(=O)NC3CCS(=O)(=O)C3)c(Oc3ccccc3Cl)nc12 (stereo not drawn)	-4	-1	-6	-1	-1	1	2	0	26
O=C(N=C1SC2CS(=O)(=O)CC2N1c1ccccc1)c1ccccc1 (stereo not drawn)	/	0	/	4	-2	-4	/	/	4
CCn1ccnc1CN1CCc2c([nH]c3ccccc23)C1C(C)(C)C (stereo not drawn)	-2	3	5	-1	8	2	3	9	6
Cc1c(Nc2ncnc3c2cnn3-c2ccccc2)c(=O)n(-c2ccccc2)n1C	4	0	2	-4	6	3	-2	5	-6
Nn1c(-c2ccc(F)cc2)nc2ccccc2c1=O	1	5	-2	-2	0	13	2	1	-8
Cc1ccc(/C=N/NC(=O)C[n+]2ccccc2)o1	2	0	1	-5	-1	5	-2	1	-6
C=CCc1cccc(/C=N/NC(=O)CNc2ccccc2)c1O	-3	3	5	-12	0	-2	4	-7	1
CC1(C)Cc2c(sc(NC(=O)C(=O)N3CCN(CCO)CC3)c2C(N)=O)CO1	-2	5	4	-8	1	6	1	6	-1
Cc1ccc(OCCC(=O)OCC(=O)Nc2cc(C)nn2-c2ccccc2)cc1	4	8	5	-2	19	7	-2	3	-1
CCCCN1C(N)=NC[C@@H]1C(C)O (stereo partly drawn)	-9	7	-1	1	6	-1	-1	2	0
COc1ccccc1NC(=O)COc1ccc(C(=O)OCC(=O)N2CCCC2=O)cc1OC	-6	2	-20	2	-1	5	-3	2	3

Sorted by heavy-atom count (ascending): 16 of the compounds above
SMILES	Fam108B inh	PAFAH1B2 inh	PME-1 inh	PAD4 inh	pPAFAH inh	PAFAH1B3 FP inh	LYPLA1 counter	GSTO1 inh	PAFAH2 inh
CCCCN1C(N)=NC[C@@H]1C(C)O (stereo partly drawn)	-9	7	-1	1	6	-1	-1	2	0
CCC(C)NCCCCOc1ccc(Br)cc1 (stereo not drawn)	2	-2	-4	-4	1	-8	3	5	-5
Cc1ccc(/C=N/NC(=O)C[n+]2ccccc2)o1	2	0	1	-5	-1	5	-2	1	-6
Nn1c(-c2ccc(F)cc2)nc2ccccc2c1=O	1	5	-2	-2	0	13	2	1	-8
CCOc1ccc(C(=O)Oc2ccc(NC(C)=O)cc2)cc1	2	/	-8	-2	0	/	-3	6	/
C=CCc1cccc(/C=N/NC(=O)CNc2ccccc2)c1O	-3	3	5	-12	0	-2	4	-7	1
O=C(Nc1nnc(S(=O)(=O)N2CCOCC2)s1)c1cccc(F)c1	-1	9	3	1	1	5	-2	-40	1
O=C(N=C1SC2CS(=O)(=O)CC2N1c1ccccc1)c1ccccc1 (stereo not drawn)	/	0	/	4	-2	-4	/	/	4
COc1cc(NC(=O)Cc2ccc([N+](=O)[O-])cc2)c(C(=O)O)cc1OC	-7	-1	-6	-2	-4	1	-2	-6	-4
CC1(C)Cc2c(sc(NC(=O)C(=O)N3CCN(CCO)CC3)c2C(N)=O)CO1	-2	5	4	-8	1	6	1	6	-1
COc1ccc(CCNC(=O)C2CCCN2C(=O)NC2CCCCC2)cc1OC (stereo not drawn)	1	4	-3	-3	-1	9	-3	-6	1
O=C(Nc1ccc(N2CCOCC2)cc1)C1CCN(S(=O)(=O)c2ccccc2F)CC1	1	5	1	1	6	-1	1	0	2
COc1ccc(N2CC(NC(=O)N3CCN(C(=O)c4ccco4)CC3)CC2=O)cc1OC (stereo not drawn)	-5	-3	3	0	3	-1	1	-2	7
COc1ccccc1NC(=O)COc1ccc(C(=O)OCC(=O)N2CCCC2=O)cc1OC	-6	2	-20	2	-1	5	-3	2	3
COCCN(C(=O)C1CC(=O)N(Cc2ccccc2)C1)c1nc(-c2ccc([N+](=O)[O-])cc2)cs1 (stereo not drawn)	/	-10	6	-3	20	-7	-5	/	9
CN(Cc1ccccc1)S(=O)(=O)c1ccc(S(=O)(=O)N(Cc2ccc(F)cc2)C2CCCC2)cc1	-3	3	-2	0	-3	0	0	8	6
